Screening results (PubChem BioAssay)
Prostate diff: activators of LNCaP prostate cell differentiation; AID 795; side scatter shift, % at 10 µM; flow cytometry side scatter, 4 d; 0.56% of 24,000 active;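 active means side scatter shift above 30%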;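 further: androgen-responsive LNCaP prostate cancer cells in charcoal-stripped serum medium; percent of cells past a gate set so DMSO wells show 10% shift; higher shift means more granular cells and more differentiation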
VLA-4 antagonist: inhibition of LDV-FITC ligand binding to human VLA-4 integrin; Jurkat cells, LDV-FITC binding with Mn2+, flow cytometry; 100% = Mn2+-driven binding gain fully reversed; inhibition, % at 10 µM (by protocol); 0.2% of 24,000 active;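 active means inhibition above 50%; inconclusive means compound itself fluorescent, judged against control cell fluorescence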;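 further: 0% = Mn2+ stimulated cells lacking compound and 100% = ligand binding without Mn2+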
Target sequence (P13612 whole entry, looked up): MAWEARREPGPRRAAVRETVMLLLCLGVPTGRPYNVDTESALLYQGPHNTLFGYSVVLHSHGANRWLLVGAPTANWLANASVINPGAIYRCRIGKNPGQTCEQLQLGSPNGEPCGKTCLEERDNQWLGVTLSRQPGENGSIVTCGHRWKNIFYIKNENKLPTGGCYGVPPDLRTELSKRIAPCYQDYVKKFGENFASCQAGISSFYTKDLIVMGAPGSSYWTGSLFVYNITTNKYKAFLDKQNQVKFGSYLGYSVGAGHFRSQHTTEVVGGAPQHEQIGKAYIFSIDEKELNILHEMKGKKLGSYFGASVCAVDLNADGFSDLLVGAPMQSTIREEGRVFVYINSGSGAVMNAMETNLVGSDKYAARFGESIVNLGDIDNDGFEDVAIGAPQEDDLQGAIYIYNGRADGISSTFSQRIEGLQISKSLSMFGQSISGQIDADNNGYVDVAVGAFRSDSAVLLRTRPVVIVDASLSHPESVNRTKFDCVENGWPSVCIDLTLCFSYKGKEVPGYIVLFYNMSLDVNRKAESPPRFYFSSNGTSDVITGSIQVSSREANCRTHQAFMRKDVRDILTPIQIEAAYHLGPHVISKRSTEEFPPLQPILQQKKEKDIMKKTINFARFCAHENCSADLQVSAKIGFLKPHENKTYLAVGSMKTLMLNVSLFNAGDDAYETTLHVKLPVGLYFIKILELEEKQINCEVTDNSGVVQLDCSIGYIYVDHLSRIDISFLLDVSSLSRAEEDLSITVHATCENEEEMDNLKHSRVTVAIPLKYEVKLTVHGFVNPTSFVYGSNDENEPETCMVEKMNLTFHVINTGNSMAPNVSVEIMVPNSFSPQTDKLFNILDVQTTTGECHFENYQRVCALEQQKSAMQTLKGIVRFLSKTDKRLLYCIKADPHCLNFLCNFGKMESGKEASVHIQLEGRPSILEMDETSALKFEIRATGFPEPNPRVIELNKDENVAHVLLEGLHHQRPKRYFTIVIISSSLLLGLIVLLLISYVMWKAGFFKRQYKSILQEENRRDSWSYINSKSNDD
Jurkat autofluor: counter-screen for VLA-4 integrin: compound autofluorescence in Jurkat cells | flow cytometry; hits give high values; 1 = vehicle-only cell background | AID 576 | fluorescence ratio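 (tested at 10 µM compound in the well)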 | 0.61% of 24,000 active;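 active means fluorescence ratio above 2.44, which is 1 plus 3 SD of all ratios; inconclusive means signal too bright to measure linearly, ratio around 10 or more; inactive means fluorescence ratio below 2.44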;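 further: green fluorescence of cells measured with 488 nm excitation and 530 nm emission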
VLA-4 allo ag: allosterically activates the human VLA-4 integrin; P13612; AID 528; activation, % at 10 µM (by protocol); Jurkat cells, LDV-FITC binding, flow cytometry; 24,000 tested, under 10 active;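 active means fluorescent ligand binding to cells raised by more than 40% of the manganese-induced maximum; inconclusive means compound's own fluorescence above 85% of the ligand control signal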;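 further: 0% = ligand binding without compound and 100% = manganese-stimulated maximal binding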
* marks the source's active call; other numbers are inactive results; u = inconclusive. Only part of the results is shown (hit frequency here may not be typical).

compound,VLA-4 antagonist,VLA-4 allo ag,Prostate diff,Jurkat autofluor
Cc1nc(CSc2nnc(C)s2)cs1,-6,2,4,1
Cn1cnc(S(=O)(=O)NCc2cccs2)c1,-11,5,9,1
COC(=O)CN1C(=O)C(O)(CC(=O)c2ccc(Br)cc2)c2ccccc21 (configuration not stated),-9,5,3,1
O=C(O)C1C2C=CC3(CN(Cc4ccco4)C(=O)C13)O2 (configuration not stated),-17,3,3,1
O=C(O)C1CCCCC1C(=O)N1CC=C(c2ccccc2)CC1 (configuration not stated),-6,-2,11,1.1
COc1ccc(CN(C)CC(=O)c2c(N)n(Cc3ccccc3)c(=O)n(C)c2=O)c(OC)c1,-4,-5,19,1.1
O=C(NCc1ccco1)C1Cc2ccccc2CN1S(=O)(=O)c1ccccc1F (configuration not stated),-4,-6,9,1.1
Cc1cc2oc(=O)cc(C)c2cc1NC(=O)CCC(=O)O,1,0,3,1
Cc1cccc2sc(NC(=O)CN(C)S(=O)(=O)c3ccc(Br)s3)nc12,-1,3,2,1.1
COc1ccc(N2CCN(S(=O)(=O)c3cccc4cccnc34)CC2)cc1,2,-2,12,1.1
O=C1C/C(=C/NCc2ccccc2)C(=O)N1,-8,5,5,0.92
CCOc1ccc(NS(=O)(=O)c2ccc3[nH]c(=O)oc3c2)cc1,-1,16,9,1.2
CC(=O)c1ccc(NC(=O)CCc2c(C)nc3ncnn3c2C)cc1,-16,1,6,0.98
Cc1cc(C(F)(F)F)nn1CC(=O)Nc1cccnc1,0,-3,6,1
CC(C)OCCCNC(=O)Cn1nc(-c2ccccc2)ccc1=O,-9,3,4,1.1
COC(=O)c1ccc(-c2sc3nc(N4CCOCC4)c4c(c3c2N)CCCC4)o1,u,u,4,1.9
Cc1c(C(=O)OCc2ccccc2)nnn1-c1nonc1N,-6,-7,12,1.1
O=c1[nH]c(=O)n(C2CCCCCC2)c(O)c1C=NCc1ccc(F)cc1,-20,2,13,1
COCC(=O)NC(C)c1nc2ccccc2[nH]1 (configuration not stated),-2,2,4,1
CCc1ccc(S(=O)(=O)NCc2cn3ccsc3n2)s1,3,0,5,1
CCCN(CCC)CCNC(=O)C1CCN(Cc2nc(-c3ccc(Cl)cc3)oc2C)CC1,20,2,87*,1
CCCCNC(=O)c1cn(C)c2ccc(S(=O)(=O)N3CCOCC3)cc2c1=O,4,-3,9,1.1
Cc1nc2ccc(S(=O)(=O)NCC(=O)N3CCc4ccccc4C3)cc2s1,-1,-2,6,1.1
CCCCNC(=O)c1cc(-c2ccc(F)cc2)on1,-17,2,17,1.1
CCCCNC(=O)C(NS(=O)(=O)c1cccc2nsnc12)c1ccccc1 (configuration not stated),-12,3,9,0.98
CCN(c1cccc(C)c1)S(=O)(=O)c1ccc2c(c1)CCN2C(C)=O,-19,9,1,1.1
O=C(c1cnc2ccccn2c1=O)N1CCc2ccccc21,2,-4,8,1.2
CSCCC(NS(=O)(=O)c1ccc2c(c1)oc(=O)n2C)C(=O)NC1CCCCC1 (configuration not stated),-2,-1,8,1.1
Cn1c(=O)cc(OCCCC(=O)Nc2ccccn2)c2ccccc21,14,-6,4,1.1
CCCCCSc1nc2c(cnn2-c2ccccc2)c(=O)[nH]1,-4,-1,5,1.1
COc1cccc(CC(=O)NCC2COc3ccccc3O2)c1OC (configuration not stated),-14,-4,5,0.97
COc1cccc(NC(=O)Cn2c(=O)n(CCCC(=O)NCc3ccco3)c(=O)c3ccccc32)c1,-2,-2,3,1.1
CCC(=O)N1CCc2cc(S(=O)(=O)CCC(=O)Nc3ccc(C)c(F)c3)ccc21,-8,-4,0,1
CCOC(=O)c1sc(NC(NC(=O)c2ccco2)(C(=O)OC)C(F)(F)F)nc1C (configuration not stated),12,0,8,1.1
N#Cc1c(/N=C/c2ccco2)sc2c1CCC2,-27,-1,13,1.1
O=C(Cc1cccs1)Nc1nnc(CCc2ccccc2)s1,-3,-13,6,1.1
COc1ccc(-c2coc3cc(O)cc(O)c3c2=O)cc1,-8,-4,3,1.1
CCc1cc2ccc(C)cc2nc1SCC(=O)N1CCN(C(=O)c2ccco2)CC1,23,-10,12,1.1
O=C(Nc1ccc(S(=O)(=O)Nc2ccc(Cl)cc2)cc1)C1CCCO1 (configuration not stated),-4,2,6,1
Cc1ccc(N=c2oc3cc(O)ccc3cc2C(N)=O)cc1,u,u,5,1.4
O=C(CCNS(=O)(=O)c1cccc2nsnc12)Nc1ccc2c(c1)OCCO2,11,-1,7,1
CCCCOc1ccc(C(C)NC(=O)C2CCCN(S(=O)(=O)CC)C2)cc1 (configuration not stated),-3,-2,10,1
CC(NC(=O)C12CC3CC(CC(C3)C1)C2)C(=O)NCCN(C)C (configuration not stated),-6,-3,3,1
Cc1ccc(-c2nc(CS(=O)CC(=O)NC3CCCC3)c(C)o2)cc1 (configuration not stated),-15,0,7,0.8
Cc1cc2ccccc2c(=O)[nH]1,23,-8,4,1.1
O=C(C1CCN(S(=O)(=O)c2cccc3cccnc23)CC1)N1CCN(c2ccccc2)CC1,-14,2,14,1
Cc1cc(=O)[nH]c(SCC(=O)Nc2nc(-c3ccccc3)cs2)n1,-2,-2,22,1.1
CC(C)(C)OC(=O)NCCc1nnc(SCC(=O)c2ccc(Cl)cc2)o1,-16,12,10,0.9

A second format for four compounds above.
Cc1cc(=O)[nH]c(SCC(=O)Nc2nc(-c3ccccc3)cs2)n1
  VLA-4 antagonist: -2; VLA-4 allo ag: -2; Prostate diff: 22; Jurkat autofluor: 1.1

Cc1ccc(-c2nc(CS(=O)CC(=O)NC3CCCC3)c(C)o2)cc1 (configuration not stated)
  VLA-4 antagonist: -15; VLA-4 allo ag: 0; Prostate diff: 7; Jurkat autofluor: 0.8

CC(C)(C)OC(=O)NCCc1nnc(SCC(=O)c2ccc(Cl)cc2)o1
  VLA-4 antagonist: -16; VLA-4 allo ag: 12; Prostate diff: 10; Jurkat autofluor: 0.9

CCCCOc1ccc(C(C)NC(=O)C2CCCN(S(=O)(=O)CC)C2)cc1 (configuration not stated)
  VLA-4 antagonist: -3; VLA-4 allo ag: -2; Prostate diff: 10; Jurkat autofluor: 1

Other structures
compound,VLA-4 antagonist,VLA-4 allo ag,Prostate diff,Jurkat autofluor
Cc1cc(SCC(=O)c2ccccc2)n2nc(C)nc2n1,4,-17,5,1.3
CCOC(=O)N1CCC(NC(=O)C2CCN(S(=O)(=O)c3cnc[nH]3)CC2)CC1,20,-8,15,1
CCC(=O)N1CCc2cc(S(=O)(=O)CCC(=O)NCCC3=CCCCC3)ccc21,11,-2,3,1.1
CCn1c(=O)cc(OCC(=O)NCCC(C)C)c2ccccc21,-9,6,10,1.1
Cc1nc(NC2=NCN(CC3CCCO3)CN2)nc2ccccc12 (configuration not stated),u,u,9,1.2
Cc1c(C(=O)NCCC2=CCCCC2)oc2ccc(S(=O)(=O)N3CCC4(CC3)OCCO4)cc12,-14,-19,11,1.1
CC1CCCCN1CCn1cnc2c([nH]c3ccccc32)c1=O (configuration not stated),8,4,10,1.1
COc1ccc(NS(=O)(=O)c2ccc(NC(C)=O)cc2)cc1OC,-1,-1,15,1.1
CCOc1ccc(-c2nc(C#N)c(N3CCN(C)CC3)o2)cc1,-10,0,7,1
O=C(NCC(=O)N(Cc1cccs1)C(C(=O)NC1CCCC1)c1ccncc1)c1ccco1 (configuration not stated),-5,-1,5,1.1
COc1ccc(-c2cc(C(=O)NCc3ccccc3)no2)cc1OC,-1,3,8,1.1
Cc1sc(NC(=O)c2cccs2)nc1-c1ccccc1,31,-14,1,1.2
COc1ccc(C2CC(c3ccccc3)Nc3ncnn32)cc1 (configuration not stated),u,u,3,1.2
CCOC(=O)C1CCN(S(=O)(=O)c2ccc(-c3nc4ccccc4s3)s2)CC1,10,5,27,1.1
Cc1ccc(-c2nc(-c3cccnc3)no2)c(C)c1,-20,6,10,1.1
Cc1ccc(C)c(Cn2c(=O)n(CCC(=O)NCc3ccco3)c(=O)c3ccccc32)c1,2,2,10,0.98

Sorted by value in Prostate diff (ascending): three from the list above.
canonical_smiles | VLA-4 antagonist | VLA-4 allo ag | Prostate diff
O=C(NCC(=O)N(Cc1cccs1)C(C(=O)NC1CCCC1)c1ccncc1)c1ccco1 (configuration not stated) | -5 | -1 | 5
CCOc1ccc(-c2nc(C#N)c(N3CCN(C)CC3)o2)cc1 | -10 | 0 | 7
COc1ccc(-c2cc(C(=O)NCc3ccccc3)no2)cc1OC | -1 | 3 | 8

The listing continues:
compound,VLA-4 antagonist,VLA-4 allo ag,Prostate diff,Jurkat autofluor
O=C(c1ccc(Cl)c(Cl)c1)N1CCOCC1,-12,-1,7,1.1
CCOC(=O)c1ccc(-n2c(C)nc3c(cnn3-c3ccccc3C)c2=O)cc1,-1,-2,2,1.1
CCN1CCN(C(=O)c2cn(CCOC)c(=O)c3c2c2ccccc2n3C)CC1,-3,3,14,1.1
COc1cc(OC)c(NC(=O)c2ccco2)cc1Cl,1,0,13,1
Nc1cc(C(=O)O)ccc1Nc1ccc(F)c(F)c1,-14,4,3,1.1
CC(C)(C)NS(=O)(=O)c1ccc(CCC(=O)O)cc1,-2,0,10,1
Cc1oc(C(=O)O)cc1CSCc1cc(C(=O)O)c(C)o1,u,u,3,1.1
Cc1cccc(NC(=O)c2cc3ccccc3o2)c1,-2,-6,8,1
CC(NC(=O)c1ccco1)C(c1cccs1)N1CCN(c2ccccc2F)CC1 (configuration not stated),-3,-1,10,1
CC(C)(C)C1CCc2c(sc3c2C(=O)NC(c2ccco2)N3)C1 (configuration not stated),16,-4,7,1.1
CCOC(=O)Cn1nnnc1C(C(C)C)N(Cc1cc2c(C)cc(C)cc2[nH]c1=O)C1CCCC1 (configuration not stated),u,u,3,1.1
C=CCn1cc(C(=O)OC)c(=O)c2cc(S(=O)(=O)N3CCC(C)CC3)ccc21,-23,10,10,0.99
CC(=O)N1CCc2cc(S(=O)(=O)N3CCOCC3)ccc21,-8,-3,5,1
CC(C)Oc1ccc(C(=O)N(CN2CCCC2=O)c2ccc(F)cc2)cc1,u,u,9,2.4
COc1ccc(CCn2c(C)cc(C(=O)CSc3nnnn3C)c2C)cc1,-4,0,8,1.1
COc1ccc(CC(=O)Nc2ccc(N3CCN(c4ccc(OC)cc4)CC3)c(C#N)c2)cc1,9,-3,3,0.93
Cc1ccc(-n2c(Cc3cccn3C)nnc2SCC(N)=O)cc1,-9,1,9,1
CCOC(=O)c1cccnc1SCC(=O)N(C)c1ccccc1,13,-2,10,1
CCS(=O)(=O)Nc1ccc(C(=O)CC2(O)C(=O)Nc3ccc(Br)cc32)cc1 (configuration not stated),-3,-2,11,1
Cc1cc(C)cc(NS(=O)(=O)c2ccc3[nH]cc(C(=O)NCc4ccco4)c(=O)c3c2)c1,-12,3,9,1.3
CCN(CC)C(=O)CSc1ncnc2c1nnn2-c1ccc(F)cc1,24,-9,6,1.1
COc1ccc(NC(=O)CCc2nc(-c3ccccc3F)no2)cc1,-34,6,5,0.97
Cc1ccc(Nc2nc(CSc3nnnn3C)cs2)cc1,-10,7,8,1.2
O=C(NCc1cccs1)c1cc2c(s1)-c1ccccc1OC2,12,-8,9,0.94
CN(CC(=O)Nc1nccs1)S(=O)(=O)c1ccc(F)cc1,-16,2,6,0.97
O=C(Nc1ccc(NC(=O)C2CC2)cn1)c1ccccc1Cl,6,6,10,1

Full records, looked up by structure. Screens in order: VLA-4 antagonist	VLA-4 allo ag	Prostate diff	Jurkat autofluor
Shown for Cc1c(C(=O)OCc2ccccc2)nnn1-c1nonc1N : -6	-7	12	1.1
Shown for Cc1ccc(N=c2oc3cc(O)ccc3cc2C(N)=O)cc1 : u	u	5	1.4
Shown for C=CCn1cc(C(=O)OC)c(=O)c2cc(S(=O)(=O)N3CCC(C)CC3)ccc21 : -23	10	10	0.99
